Assay outcomes (PubChem)
TGFb SMAD3 inh – TGF-b pathway inhibition; HepG2 CAGA-GFP TGF-b/SMAD3 reporter, GFP fluorescence, 18 h; TGF-beta stimulated, 500 pg/mL final; Potency, µM (top dose mostly 46.1 µM), inactives show at the highest dose activity, negative = inhibition, actives largely listed as inhibitors; 410,000 compounds, 1.2% hits; further: potency means the concentration at half of the fitted maximal effect; on the % scale 0 is the no-effect control and ±100 the full control effect; nearly all actives have a fitted effect of over 65% in size
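Read-out: total well GFP (ex488/em500-530) summed from mean per-cell fluorescence. Cells: HEPG2 CAGA-GFP, 1% FBS DMEM, 18 h at 37 degrees C with 500 pg/mL final TGF-beta. Unstimulated wells served as the full-inhibition control; stimulated DMSO wells = 0%.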
HepG2 tox – counter-screen for TGF-b inhibitors: cytotoxicity in HepG2 cells. Potency, µM (series often up to 46.1 µM), without a hit: top-dose activity change, negative = cytotoxicity, most hits filed as cytotoxic. HepG2 CAGA-GFP viability, ATP luminescence, 18 h. 410,000 compounds, 0.76% hits; further: potency means the concentration at half of the fitted maximal effect; some results filed as inactive show a strong effect at the top dose
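CellTiter-Glo luminescence gave cytotoxicity after 18 hours at 37 degrees C. The cells were HepG2 CAGA-GFP in 1% FBS DMEM, stimulated with 500 pg/mL TGF-beta after compound addition. %Activity was normalised to no-cell wells (complete cell-killing) and DMSO (no toxicity), and curves were fitted and classified.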
MCF10A rerep – DNA re-replication induction in MCF 10a cells. Potency, µM (series often up to 46.1 µM), inactives show at the top dose activity, positive = re-replication, most hits filed as activators. MCF 10A DNA re-replication, Hoechst nuclear intensity, 48 h. 350,000 compounds, 2.9% hits; further: potency means the concentration at half of the fitted maximal effect; % of control where 0% means no effect; nearly all actives have a fitted effect of over 50% in size
Nrf2 inh – Nrf2 pathway inhibition; 360,000 compounds, 2.1% hits; A549 ARE-Fluc reporter, luciferase luminescence, 18-24 h; Potency, µM (series often up to 46 µM), inactives show top-dose activity change, negative = inhibition, hits mostly inhibitors; AID 504444; further: potency means the concentration at half of the fitted maximal effect; on the % scale 0 is the no-effect control and ±100 the full control effect; nearly all actives have a fitted effect of over 60% in size
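Cells were seeded and rested 2 h, then exposed to compounds for 18-24 h. CellTiter-Fluor was read first as a viability measure. BugLite was added 15 min before the final luminescent read of ARE-luciferase activity in A549 cells.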
A549 tox – counter-screen for Nrf2 inhibitors: cytotoxicity in A549 cells; A549 ARE-Fluc cells, CellTiter-Fluor viability, 18-24 h; Potency, µM (series often up to 46 µM), without a hit: at the top dose activity change, negative = cytotoxicity, actives largely listed as inhibitors; 390,000 compounds, 0.16% hits; AID 504648; further: potency means the concentration at half of the fitted maximal effect; on the % scale 0 is the no-effect control and ±100 the full control effect
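Cytotoxicity counterscreen: CellTiter-Fluor fluorescence was measured in A549 ARE_Fluc cells after 18-24 h of compound exposure in a concentration series. The subsequent BugLite luminescent read reports ARE-luciferase activity.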
IL-1B inflam inh – blocks inflammasome-driven IL-1 beta release. THP-1 LPS/ATP IL-1B secretion, AlphaLISA, 16 h; stronger effect = lower value. activity change, % at 57.5 µM. 360,000 compounds, 4.7% hits. AID 743279; in the data active means activity change below about -50%; inconclusive means mostly about -30% to -49%; further: on the % scale 0 is the no-effect control and ±100 the full control effect
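THP-1 cells pretreated 1 hr with compounds (up to 57.5 uM final), then stimulated with LPS (250 ng/mL final) plus ATP (1.25 mM final); secreted IL-1B measured by AlphaLISA after 16 hr, decreased signal indicating inhibition.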
Nrf2 activator – activators of Nrf2 (ARE) signaling. AREc32 ARE-luciferase reporter (MCF7-derived line), luminescence, 24 h. Potency, µM (series often up to 46.1 µM), for inactives: top-dose activation, most hits filed as activators. 410,000 compounds, 0.31% hits; further: potency means the concentration at half of the fitted maximal effect; % of control where 0% means no effect; nearly all actives have a fitted effect of over 65% in size
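Each well held 1000 AREc32 cells, which were incubated with compound for 24 hr at 37 deg C after overnight attachment, and ARE reporter activity was quantified by firefly luciferase luminescence.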
ATXN viability – viability counter-screen for ATXN expression inhibitors. 400,000 compounds, 0.49% hits. S2 cells (HEK-293 line with an ATXN2-luciferase reporter) viability, CellTiter-Fluor protease fluorescence, 24 h. Potency, µM (series often up to 56.7 µM), most hits filed as cytotoxic. AID 651635; further: potency means the concentration at half of the fitted maximal effect; nearly all actives have a fitted effect of over 40% in size
ATXN2 expr inh – ATXN2 expression inhibition. HEK-293 ATXN2-luciferase reporter, luminescence, 24 h. Potency, µM (top dose mostly 57 µM), inactives show at the highest dose activity change, negative = inhibition, most hits filed as inhibitors. 360,000 compounds, 0.72% hits. AID 1745845; further: potency means the concentration at half of the fitted maximal effect; on the % scale 0 is the no-effect control and ±100 the full control effect; nearly all actives have a fitted effect of over 55% in size
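ATXN2-luciferase reporter cells (luciferase flanked by upstream and downstream ATXN2 gene portions) were treated 24 h at 37 °C with compounds at up to 57 uM. SteadyGlo luminescence gave expression; GF-AFC fluorescence gave viability.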
The depositor's hits bear a star; i = inactive; ? = inconclusive; . = not tested or not shown; [ ] = remark or other dose. Unless noted, the call rests on the fitted dose curve; in most records, active means well fitted curve in the direction sought with a large enough effect; inconclusive means small, poorly fitted or top-dose-only effect, or another doubt; inactive means no such curve, though single readings can be large; an effect the other way counts as inactive or inconclusive.

SMILES	TGFb SMAD3 inh	HepG2 tox	MCF10A rerep	Nrf2 inh	A549 tox	IL-1B inflam inh	Nrf2 activator	ATXN viability	ATXN2 expr inh
N#C/C(=C\c1ccc2c(c1)OCO2)C(=O)NCc1ccco1	-12%	-32%	8%	-5%	-1%	-3	3.0%	i	.
O=C(NCc1ccccc1)C1CCN(S(=O)(=O)N2CCOCC2)CC1	-26%	11%	2%	19%	11%	0	0.1%	i	8%
COC(=O)C(/C=N/OCc1ccc([N+](=O)[O-])cc1)NC(=O)c1ccccc1 (stereo not given)	0%	-32%	-1%	9%	-13%	8	-0.5%	i	3%
CC(C)CNS(=O)(=O)c1ccc(CCC(=O)N2CCN(c3ccc(F)cc3)CC2)cc1	-28%	-19%	-1%	-18%	-1%	0	-0.1%	i	-18%
O=c1[nH]c2ccc(NCc3ccc(-c4ccccc4F)o3)cc2[nH]1	-5%	-12%	.	?	-1%	.	0.8%	i	1%
CC1CCCCN1CCCNC(=O)c1ccc(N2CCCC2=O)cc1 (stereo not given)	3%	3%	6%	14%	3%	9	0.3%	?	-15%
CN(Cc1ccccc1F)C(=O)c1ccc(NS(=O)(=O)c2ccc3[nH]c(=O)[nH]c3c2)cc1	0%	1%	8%	5%	0%	-13	0.0%	i	-9%
CCOc1ccccc1N1C(=O)CC(Sc2n[nH]c(-c3ccccc3)n2)C1=O (stereo not given)	?	-42%	15µM*	1%	1%	0	7.8%	i	19%
COC(=O)c1nc(-c2ccccc2)nc(-c2ccccc2)c1C(=O)OC	13%	-16%	1%	-1%	5%	38	-0.4%	i	-6%
COc1ccc(C#Cc2ccc3c(c2)O[C@H](CN(C)C(C)=O)[C@H](C)CN([C@@H](C)CO)S3(=O)=O)cc1	-3%	4%	.	.	.	22	-0.1%	?	?
O=C(NC(=S)Nc1nc(-c2ccccc2)cs1)c1ccco1	-8%	0%	30%	4%	-2%	53	?	i	7%
CC1(C)CC(=O)C(Sc2nnc(-c3ccc(O)cc3)n2CC2CCCO2)C(=O)C1 (stereo not given)	-4%	8%	2%	10%	-4%	36	-0.3%	i	0%
COC(=O)c1ccccc1-c1ccc(C=O)o1	-19%	-8%	-15%	5%	8%	9	-0.4%[9.22 µM]	i	-10%
Cc1cc(C)n(-c2cc(N3CCOCC3)ncn2)n1	15%	10%	-1%	8%	4%	15	0.0%	i	5%
O=C1NCCCN1Cc1ccc(F)cc1Cl	9%	9%	-10%	7%	-1%	0	-0.8%	i	1%
COc1ccc(-c2cnnc(N/N=C/c3ccc(-c4ccc([N+](=O)[O-])cc4)o3)n2)cc1	-14%	1%	1µM*	4%	-4%	54	0.2%	?	?
CC(=O)Nc1ccc(NC(=O)C(=O)c2cn(CC(=O)N3CCCCC3)c3ccccc23)cc1	7%	3%	-1%	?	?	5	-0.3%	?	-4%
Cc1cc2nc(-c3ccc(Cl)cc3)c(Cc3ccsc3)n2c(C)c1Br	.	.	.	.	.	18	13%	i	20%
CSCCC(NC(=O)c1ccco1)C(=O)N1CCN(c2ccccc2O)CC1 (stereo not given)	-7%	-6%	1%	-8%	-2%	-9	0.0%	?	.
Cc1ccc(C)c(NC(=O)C(OC(=O)c2ccc(NC(=O)CC#N)cc2)c2ccccc2)c1 (stereo not given)	-7%	-8%	3%	6%	-2%	11	-0.1%	i	-8%
Cc1ccccc1C(=O)N1CCN(S(=O)(=O)c2cccs2)CC1	?	-48%	10%	-1%	-4%	-6	-0.5%	?	-9%
O=C(c1ccc(S(=O)(=O)NCc2ccco2)cc1)N1CCN(c2ccc(F)cc2)CC1	17%	35%	1%	?	1%	-13	3.8%	i	.
O=C(NCc1ccccc1Br)c1cnc2sc(N3CCCCCC3)nn2c1=O	-25%	-4%	.	21%	-5%	.	0.5%	.	.
COC(=O)[C@@H](NC(=O)N1CCN(c2cccc(C(F)(F)F)c2)CC1)C(C)C	0%	4%	6%	?	-3%	-6	2.0%	i	-10%
CCN(c1ccc(OC)cc1)S(=O)(=O)c1cc(-c2cc(C)no2)ccc1OC	-6%	-34%	-1%	21%	-1%	0	0.3%	?	.
CCOc1ncccc1C(=O)OCC(=O)c1ccccc1Br	2%	-3%	-1%	-6%	0%	0	24%	i	2%
O=C(/C=C(\O)c1ccccc1)C(=O)NNC(=O)c1ccccc1	10%	5%	-3%	?	-8%	43	4.7%	i	17%
Cc1ccc(OCCOC(=O)C2CCN(S(=O)(=O)c3ccc(C)c(C)c3)CC2)cc1	-18%	16%	-1%	8%	-3%	10	0.0%	i	-5%
Cc1ccc(C)c(NC(=O)CSc2nc3nc(-c4cccs4)cc(C(F)(F)F)c3c(=O)[nH]2)c1	16µM*	-39%	21µM*	?	?	77	0.2%	i	-35%
CCN(C(=O)COC(=O)c1cccnc1SC)C1CCS(=O)(=O)C1 (stereo not given)	0%	19%	6%	2%	-6%	21	0.0%	i	10%
CCCN(CC(=O)Nc1ccccc1OC)C(C)C(=O)NC(C)CCc1ccccc1 (stereo not given)	-2%	-23%	3%	0%	3%	-10	-0.7%	i	-2%
CCOc1cc(C2NC(=O)NC(C)=C2C(=O)OCc2ccccc2)ccc1O (stereo not given)	?	-2%	-8%	-14%	0%	-5	-0.5%	i	1%
CC1(C)Cc2c(sc3nc[nH]c(=O)c23)CO1	-1%	-2%	-10%	-2%	2%	5	0.2%	i	-16%
Cc1cccc(C(=O)OCC(=O)NCc2ccc(Cl)cc2)c1	-12%	-31%	.	.	.	1	-1.4%	i	.
CCOC(=O)CSc1nnc(CNC(=O)c2ccc(OC)cc2)n1Cc1ccccc1	-1%	7%	2%	2%	-6%	-1	-0.5%	i	3%
Cc1ccc2nc(C)cc(SCC(=O)N/N=C/c3ccco3)c2c1	-20%	-7%	2%	-8%	5%	-20	15%	i	4%
CCn1c2ccccc2c2cc(/C=N/n3cnnc3)ccc21	?	-70%	-3%	-4%	-1%	-59*	3.7%	i	?
CCCC(=O)NCCCc1nc2ccccc2[nH]1	?	-30%	5%	14%	10%	-11	-0.4%	i	-7%
Cc1onc(-c2ccccc2Cl)c1C(=O)N1CCN(C=O)CC1	-18%	5%	-6%	6%	-3%	8	0.1%	i	1%
C/C(=N/NC(=O)Cc1cc(=O)[nH][nH]1)c1ccc([N+](=O)[O-])cc1	12%	-3%	-2%	2%	0%	-9	-0.8%	i	7%
CCc1nn(CC(=O)NCc2ccco2)c(=O)c2cc3c(OC)cccc3n12	-1%	-18%	.	6%	6%	.	13%	i	-11%
CCCc1c(C)nc(N2CCN(c3cccc(OC)c3)CC2)[nH]c1=O	0%	-3%	-10%	5%	-12%	20	0.3%[9.22 µM]	i	-13%
Cc1nn2c(C)c(C(=O)NCc3ccco3)cnc2c1-c1ccccc1	3%	0%	.	?	1%	.	0.6%	.	.
CSc1ncccc1C(=O)Nc1cc(Cl)ccc1N1CCOCC1	1%	-1%	13%	1%	14%	-21	0.0%	i	-8%
CC(C)Sc1nnc(NC(=O)C2CC2)s1	-2%	-9%	8%	2%	-3%	18	0.3%	i	37%

Three compounds already listed, ordered by their value in IL-1B inflam inh, rising:
canonical_smiles | IL-1B inflam inh
CCOC(=O)CSc1nnc(CNC(=O)c2ccc(OC)cc2)n1Cc1ccccc1 | -1
Cc1cccc(C(=O)OCC(=O)NCc2ccc(Cl)cc2)c1 | 1
CCCc1c(C)nc(N2CCN(c3cccc(OC)c3)CC2)[nH]c1=O | 20

(further entries)
SMILES	TGFb SMAD3 inh	HepG2 tox	MCF10A rerep	Nrf2 inh	A549 tox	IL-1B inflam inh	Nrf2 activator	ATXN viability	ATXN2 expr inh
Cc1ccc(CSc2nnc(C(F)(F)F)n2Cc2ccc(F)cc2)cc1	4%	-10%	1%	.	16%	?	1.7%	i	22%
CCOC(=O)c1ccccc1NC(=O)C1CCN(c2ncnc3c2nc2n3CCCCC2)CC1	0%	-1%	.	8%	-2%	.	-0.1%	.	.
CC(NC(=O)c1c(O)nc2ccccn2c1=O)c1ccccc1 (stereo not given)	9%	-17%	.	-2%	0%	.	-0.7%	i	-2%
Nc1ncn(CC(=O)c2ccccc2)n1	15%	-3%	-18%	-6%	-16%	8	-0.5%	i	.
Cc1ccc(Cl)c2sc(NC(=O)CS(=O)(=O)c3ccc(Cl)cc3)nc12	0%	6%	.	.	-1%	.	7.9%	.	.
COc1ccc(CN(C)C(=O)Cc2ccsc2)c(OC)c1OC	1%	-4%	-15%	-3%	1%	40	0.4%	i	-10%
N#Cc1cc2ccc(N3CCOCC3)cc2cc1C#N	3%	-16%	0%	-19%	6%	31	3.2%	i	-23%
C=CCS(=O)(=O)c1nc2ccccc2s1	18µM*	10µM*	7.3µM*	.	-7%	-115*	?	.	?
CCCCCOc1ccc(C(=O)CCC(=O)NNC(=O)c2ccncc2)cc1	-11%	-2%	-3%	-7%	-4%	0	-0.1%	i	8%
COc1ccc(CCN(C)C2CCCN(S(=O)(=O)C(C)C)C2)cc1OC (stereo not given)	-5%	-23%	-20%[9.22 µM]	-3%	0%	16	0.0%	i	-18%
Cc1ccc(NC(=O)CN(C)C(=O)c2cn(Cc3ccccc3)nc2-c2cccnc2)cc1	18%	0%	7%	1%	2%	-11	0.3%	i	-17%
NC(=O)C1CC(=O)N(c2ccc(OCc3ccc(F)cc3)cc2)C1 (stereo not given)	-12%	2%	0%	?	-3%	24	0.3%	i	22%
O=C(COC(=O)Cn1cnc2ccccc2c1=O)NNC(=O)c1ccc(Br)cc1	?	1%	0%	4%	2%	0	0.1%	i	-13%
Cc1cc(=O)[nH]c(/N=C(\N)Nc2ccc(Oc3ccccc3)cc2)n1	-6%	-5%	-11%	-15%	-3%	38	0.3%	?	-5%

Random draw from the library, and some 8.8% of all compounds hit somewhere here.
